Assay outcomes as filed in PubChem.
STAT1 activator: activators of IFN-gamma induced STAT1 signaling; activation (% of control), % at 5.5 µM; AID 932; hit rate 2.6% among 200,000; NIH 3T3 STAT1-luciferase reporter, luminescence; 100% = IFN-gamma alone, no compound;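 active = activation above the screen-wide mean activation plus 3 SD, cut at about 130% in these data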;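 also: raw ratio to IFN-gamma control signal so 100% means no change and 0% no light; values of inactives mirror those of a sister screen read the other way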
HMGR II inh: E. faecalis class II HMG-CoA reductase inhibition. purified E. faecalis HMGR, NADPH absorbance 340 nm kinetic. inhibition, % at 10 µM. hit rate 0.41% among 190,000;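 active = inhibition above a set limit, the median over all tested compounds plus 3 SD, cut at about 9.5% in these data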;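 also: enzyme runs in reverse so mevalonate oxidation gives rising NADPH absorbance; 0% = complete reaction with DMSO and 100% = background rate lacking mevalonate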
Hsp70 act: Hsp70 transcriptional activation, primary screen. hit rate 0.04% among 200,000. HeLa Hsp70 promoter luciferase reporter, luminescence; scaled: vehicle 0, proteasome-inhibitor control 100%. AID 1203. activation, % at 10 µM;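 active = activation above the mean across all tested compounds plus 3 SD, cutoff set per campaign, cut at about 5.5% in these data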;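 also: 100% = MG132 at 30 µM as the positive control and 0% = DMSO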
FLuc inh counter: inhibits firefly luciferase, flagging false hits in luciferase inhibition screens | AID 1006 | inhibition, % at 10 µM | P08659 | hit rate 1.5% among 200,000 | ATPLite firefly luciferase biochemical luminescence, 10 min;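 active = inhibition above about 50% when tested at 10 µM, limit read from the data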
Target sequence (P08659 whole entry, looked up): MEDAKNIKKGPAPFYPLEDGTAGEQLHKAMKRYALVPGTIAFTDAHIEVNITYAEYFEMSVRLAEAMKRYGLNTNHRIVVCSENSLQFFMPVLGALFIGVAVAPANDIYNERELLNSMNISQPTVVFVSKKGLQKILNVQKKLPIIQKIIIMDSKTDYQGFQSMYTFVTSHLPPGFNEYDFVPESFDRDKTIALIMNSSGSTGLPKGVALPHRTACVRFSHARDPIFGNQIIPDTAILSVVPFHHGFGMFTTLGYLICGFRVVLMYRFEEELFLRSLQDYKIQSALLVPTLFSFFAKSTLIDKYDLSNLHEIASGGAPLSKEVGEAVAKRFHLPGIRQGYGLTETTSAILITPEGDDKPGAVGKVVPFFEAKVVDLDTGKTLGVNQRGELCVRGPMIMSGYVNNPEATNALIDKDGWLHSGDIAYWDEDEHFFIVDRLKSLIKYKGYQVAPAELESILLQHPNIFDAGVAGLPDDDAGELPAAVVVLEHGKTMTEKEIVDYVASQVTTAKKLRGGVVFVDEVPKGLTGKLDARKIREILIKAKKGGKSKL
NF-kB expr up: raises NF-kB expression in human neuronal cells; NF-kB reporter expression; active compounds read high; fold change at 12.5 µM; hit rate 1.6% among 190,000; AID 1239; in the data active = fold change above about 3.3
APP 5UTR inh: APP translation inhibition. inhibition, % at 2 µM. hit rate 0.82% among 190,000. SH-SY5Y APP 5'UTR-luciferase reporter, luminescence. AID 1285;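 active = inhibition above a set limit, derived from the sample mean plus 3 SD, cut at about 45% in these data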; also: values of inactives mirror those of a sister screen read the other way
APP 5'UTR act: APP 5'UTR luciferase reporter activation. SH-SY5Y APP 5'UTR luciferase reporter, luminescence; zero percent = DMSO vehicle wells. activation, % at 2 µM. hit rate 1% among 190,000;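 active = activation above a set limit, based on mean plus 3 SD of controls, cut at about 140% in these data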; also: values of inactives mirror those of a sister screen read the other way
DTT redox prof: compounds producing H2O2 with reducing agent – biochemical, NIH compound library profiling, artefact control for MLSCN library redox annotation, primary screen; DTT-dependent redox cycling H2O2, phenol red/HRP absorbance; 100% = 100 µM peroxide control, 0% = buffer; activation, % at 10 µM; hit rate 0.03% among 200,000; AID 878;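 active = activation of at least 50% relative to the plate's high and low controls in the primary single-dose screen; inactive = activation below 50%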;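 also: compound incubated with DTT at 0.8 mM final as the reducing agent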
G6PDH counter: counter-screen for G6PDH assay hits: L. mesenteroides G6PDH inhibition | Purified L. mesenteroides G6PDH, diaphorase/resazurin coupled fluorescence, 45 min | inhibition, % at 5 µM | hit rate 0.12% among 200,000 | AID 1020; in the data active = inhibition above about 50%
FLuc stim CS: affects firefly luciferase, flagging false hits in luciferase stimulation screens | ATPlite luciferase biochemical, luminescence, 10 min; 0 = ATP-free wells, 1 = DMSO control | AID 1027 | 200,000 tested, under 10 active | activation factor at 10 µM | P08659;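 active = luciferase activation factor, scaled between plate controls, of at least 2 with compound at 10 µM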
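test system = cell-free luciferase reagent | medium = PBS as buffer for the ATP substrate | dosing = test compounds dosed from 2 mM stocks in 100% DMSO | incubation = 10 min at ambient temperature | detection = luminescence measurement of luciferase light output | benchmarks = low control with PBS replacing ATP, high control enzyme plus ATP without compound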
The depositor's hits bear a star; · = no result given.

compound	STAT1 activator	HMGR II inh	Hsp70 act	FLuc inh counter	NF-kB expr up	APP 5UTR inh	APP 5'UTR act	DTT redox prof	G6PDH counter	FLuc stim CS
CS(=O)(=O)c1ccc2nc(NC(=O)Nc3cccc(Cl)c3)sc2c1	119	-7	-0.1	3	1.2	-19	19	-6.0	7	1
Nc1ccc2oc(-c3ccccn3)nc2c1	113	-5	0.8	58*	0.93	-42	42	3.2	18	0.4
Cn1c(C2=C(O)CN(Cc3ccccc3)C2=N)[n+](C)c2ccccc21	104	1	-0.1	-4	0.96	-46	46	0.1	9	1
CCCCOc1ccc(/C(N)=N/O)cc1	104	-2	-0.3	15	2.2	-35	35	-2.5	9	0.8
CCN1C(=O)/C(=C\c2ccc3c(c2)OCO3)C(C(=O)OC)=C1C	98	-5	-0.3	-6	1.2	-7	7	1.4	7	1.1
COc1ccc(NC(=O)Cc2c[nH]c3ccccc23)cc1S(=O)(=O)N1CCOCC1	101	-11	-0.2	-5	1	-1	1	0.3	2	1
Cc1ccccc1-n1c(SCC(=O)N/N=C/c2c(C)nn(-c3ccccc3)c2C)nc2ccccc2c1=O	96	-3	-0.1	-4	0.31	3	-3	-0.5	4	1
C=CCN=C(CC)C1=C(O)CCCC1=O	102	-2	0.0	1	1.1	-10	10	2.2	14	1
COc1cccc(OC)c1C(=O)NC(=S)Nc1ccc2c(c1)OCCO2	83	1	-0.3	11	0.71	-32	32	-0.2	-6	0.9
COc1ccccc1N1CCN(C(=O)CN(Cc2ccccc2)S(C)(=O)=O)CC1	96	-4	-0.1	-12	0.91	-11	11	2.1	-2	1.1
O=C(NC(=S)NCc1nc2ccccc2[nH]1)c1ccccc1F	121	-6	-0.3	4	1.4	-11	11	-1.7	3	1
N#CCCCSc1nnc(-c2ccc(Cl)cc2)n1-c1ccccc1	106	0	-0.1	-4	0.89	-13	13	-0.5	6	1
CC(C)Oc1ccc(C(=O)NC2CCS(=O)(=O)C2)cc1 (configuration not stated)	100	-10	-0.2	-1	1.6	-2	2	1.8	4	1
C=CCn1c(CC(=O)OC)csc1=Nc1ccc(C(C)=O)cc1	104	-4	-0.2	0	1.6	-38	38	1.2	5	1
O=C(Nc1ccc(-c2nc3cccnc3s2)cc1)c1ccc(Br)o1	131*	-5	-0.1	3	2.3	-33	33	-2.8	-18	1
Cc1cccc(C)c1NC1=NC(C)(C)N=C(N)N1	101	-5	-0.2	-2	1.3	0	0	-1.2	-1	1
CCOC(=O)CSc1cc(CS(=O)c2ccc(Cl)cc2)nc(-c2ccccc2)n1 (configuration not stated)	92	-5	-0.2	-1	0.88	2	-2	2.5	-2	1
CCCCNC(=O)OC(C)CNC(=O)OC (configuration not stated)	106	-4	-0.2	-1	1.3	·	·	0.0	1	1
O=C(CNC(=S)N(CCCN1CCOCC1)Cc1cccs1)N1CCOCC1	98	0	0.1	-6	1.1	18	-18	-0.6	-5	1.1
c1csc(-c2nnc(N3CCCCCC3)c3ccccc23)c1	97	2	-0.1	38	1.2	9	-9	0.0	2	0.6
C=CCNc1nc(NC(C)(C)CO)nc(OC)n1	105	-8	-0.1	-4	0.79	6	-6	0.6	11	1
O=C(NCc1cccs1)c1ccc(Cl)s1	94	-1	-0.2	1	1.1	4	-4	2.4	-12	1
COc1cccc(C(=O)n2c(SC)nc3cc4c(cc32)OCCO4)c1	102	1	-0.3	-2	1.7	-22	22	-7.3	5	1
O=C(C1c2ccccc2C(=O)N2CCc3ccccc3C12)N1CCN(Cc2ccccc2)CC1 (configuration not stated)	104	49*	-0.2	-6	1.2	-3	3	0.5	1	1.1
C=CCN1CN(Cc2ccco2)CNC1=S	102	-2	-0.3	-5	0.93	62*	-62	0.1	-14	1.1
CSc1cccc(CN2CCN(Cc3ccc(F)c(F)c3)C(CCO)C2)c1 (configuration not stated)	107	0	-0.1	-6	1.1	-1	1	-1.2	6	1.1
Nn1c(SCC(=O)Nc2ccc3c(c2)OCO3)nnc1C1CCCCC1	98	-7	0.0	-4	1.4	3	-3	0.8	1	1
Brc1ccc(-c2ccc(/C=N/Nc3nncc(-c4ccccc4)n3)o2)cc1	94	-3	-0.2	-3	1.1	-18	18	0.1	3	1
Cc1nnc(SCCN2CCOCC2)c2nn(-c3ccccc3F)c(C)c12	88	0	0.0	6	1.9	-18	18	1.0	-4	0.9
CC(=O)Nc1cccc(-c2csc(NCc3ccco3)n2)c1	101	4	-0.4	-2	0.93	-11	11	0.3	4	1
CCOc1ccc(C2c3cc(OC)c(OC)cc3CC(=O)N2c2ccccc2)cc1 (configuration not stated)	100	-2	-0.3	-12	0.99	3	-3	-2.1	3	1.1
O=C(O)Cc1sc(-c2ccc(C(=O)O)cc2)nc1-c1ccccc1	94	1	0.6	-5	1.2	-20	19	1.1	9	1
COCCN1C(=O)C(=O)/C(=C(/O)c2ccc(OC(C)C)cc2)C1c1cccnc1 (configuration not stated)	98	0	0.0	-9	1.3	-10	9	2.2	-6	1.1
O=[N+]([O-])c1ccc(Cl)cc1CNc1ccc(F)c(F)c1	96	2	-0.2	-5	0.99	-5	5	-0.1	10	1.1
C=C(C)CSc1nc(N)c2c3c(sc2n1)CCC3	135*	-3	-0.1	1	2.1	-80	80	2.3	5	1
C/C(=C\C(=O)c1cccnc1)Nc1ccc(O)cc1	113	-6	-0.1	18	0.68	·	·	-0.5	10	0.8
CS(=O)(=O)c1ccc2nc(NC(=O)CCC(=O)c3cccs3)sc2c1	124	0	-0.3	-1	1	3	-3	2.2	-6	1
CN1CCN(C(=O)c2cc3c(s2)-c2ccccc2S(=O)(=O)C3)CC1	101	1	-0.2	-5	1.7	-10	10	-2.5	-13	1
CCOC(=O)C(C)Sc1nnc(Cc2cc(=O)[nH]c(=O)[nH]2)n1-c1ccc(OCC)cc1 (configuration not stated)	109	3	-0.1	-3	0.95	2	-2	-1.2	1	1
CC(C)C(c1nnnn1Cc1ccc2c(c1)OCO2)N1CCN(C)CC1 (configuration not stated)	102	0	-0.3	-1	1.2	-8	8	0.3	18	1
N#CC1=C(N)Oc2n[nH]c(-c3cccs3)c2C1c1ccoc1 (configuration not stated)	92	4	-0.5	-8	0.86	9	-9	0.4	10	1.1
COc1ccc(C(=O)NCC(=O)N2CCCCC2)cc1OC	105	8	-0.1	-3	1.2	8	-8	0.0	0	1
Cc1nc([N+](=O)[O-])c(C(=O)OCc2cccc(Br)c2)n1C	101	-6	0.0	-10	1.4	-9	9	0.0	4	1.1
CN(c1ccc(C(=O)Nc2ccccn2)cc1)S(=O)(=O)c1ccccc1	113	-6	0.0	-1	1.1	-28	28	-2.4	9	1
Cc1ccc2oc(=O)c3cnn(CC(=O)N4CCCc5ccccc54)c3c2c1	99	-7	0.0	3	1.3	14	-14	0.0	-29	1
CC(C)n1c(O)c(N=NC(=O)C2COc3ccccc3O2)c2ccccc21 (configuration not stated)	95	-1	0.2	-4	1	8	-8	-0.3	8	1
Cc1nn(-c2ccccc2)c(C)c1C(=O)OCC(=O)NC(=O)NC1CCCCC1	125	3	1.0	-9	1.4	-7	7	-0.2	16	1.1
C=CCNc1nc(NCc2ccccc2)c(C#N)c2c1CN(C)CC2	117	-4	-0.3	-2	0.83	-5	5	-0.3	12	1
Cc1ccc(NC(=O)Cn2cccc2)cc1Cl	100	1	-0.1	0	1.1	2	-2	3.4	21	1
CCN1C(=O)c2cccc3c(S(=O)(=O)Nc4ccncc4)ccc1c23	102	-8	-0.1	-4	1.2	3	-3	0.1	4	1

Next compounds follow.
compound	STAT1 activator	HMGR II inh	Hsp70 act	FLuc inh counter	NF-kB expr up	APP 5UTR inh	APP 5'UTR act	DTT redox prof	G6PDH counter	FLuc stim CS
O=C(CCCNS(=O)(=O)c1ccccc1)NCc1ccco1	104	-6	-0.3	-6	1.3	-8	8	-0.5	0	1.1
COc1ccc(C2C(C(=O)NCc3cccnc3)c3ccccc3C(=O)N2C)cc1OC (configuration not stated)	102	-4	-0.2	-4	1.3	-7	7	0.1	1	1
CC(=NCCCn1ccnc1)c1c(C)[nH]n(-c2ccc([N+](=O)[O-])cc2)c1=O	102	-9	-0.2	-7	1	5	-5	-1.6	12	1.1
Cc1ccsc1/C=N/Nc1nc2ccccc2[nH]1	153*	0	0.3	74*	5.3*	-145	145*	0.2	-21	0.3
CCOC(=O)Cc1csc(NC(=O)c2sc3nc4ccc(CC)cc4cc3c2N)n1	109	-5	0.2	22	2.5	-41	41	-0.8	11	0.8
C/C(=N/NC(=O)c1ccc2nc[nH]c2c1)c1cccs1	118	0	-0.2	50	2.8	-106	106	0.3	0	0.5
c1ccc2nc(-c3nc4ccccc4[nH]3)ccc2c1	65	-4	-0.4	94*	4.2*	-192	192*	2.5	-11	0.1
Cc1nc(NC(=O)CSc2nnc(-c3ccccc3)c(-c3ccccc3)n2)c(Cl)cc1Cl	97	-5	-0.3	2	1.4	-30	31	-0.1	-7	1
CC(C)OC(=O)CSc1nnc(-c2cnccn2)n1Cc1ccco1	98	-4	0.0	-6	1.1	0	0	0.6	2	1.1
COC(=O)c1c(NC(=O)c2ccccc2[N+](=O)[O-])sc2c1CC(C)(C)NC2(C)C	92	0	-0.2	-9	1.1	-13	13	-0.7	14	1.1
Cc1cc(C(=O)CN2C(=O)NC(C)(CC(C)C)C2=O)c(C)n1-c1ccc2c(c1)OCO2 (configuration not stated)	96	-7	-0.2	-3	0.81	-1	1	0.0	10	1
CC(NC(=O)CSc1nc2ccc(N)cc2s1)c1ccccc1 (configuration not stated)	94	-2	-0.1	-8	1.1	13	-13	-0.4	12	1.1
COc1ccc2nc(SCc3cccc(C)c3)nc(C)c2c1	130*	2	0.0	-1	3.5*	-73	73	1.4	-6	1
CC(C)CSc1nc(N2CCOCC2)c2c(c1C#N)CC(C)(C)SC2	102	-4	-0.2	-4	0.81	8	-8	-2.3	2	1
Fc1cccc(CCN2C(=S)NC[C@@H]2Cc2ccccc2)c1	97	-2	-0.3	-4	0.82	3	-3	-1.0	7	1
CCc1ccc2c(c1)C(c1ccncc1)=NNC(c1ccccc1)=N2	115	-7	-0.1	-1	1.4	-24	24	-0.4	7	1
CC(C)OC(=O)N(C)c1ccc(C(O)(C(F)(F)F)C(F)(F)F)cc1	106	-3	-0.3	-7	1.1	-5	5	0.0	10	1.1
Cc1ccc(S(=O)(=O)c2cc(OC(=O)c3ccco3)ccc2OC(=O)c2ccco2)cc1	98	-2	-0.2	-5	1.1	-15	15	-0.1	-14	1.1
COc1ccc(-c2csc(NC(=O)c3ccc(S(=O)(=O)N4CCc5ccccc5C4)cc3)n2)cc1	93	-1	-0.4	-6	1.2	10	-10	0.3	3	1.1
CC1=NNC(=O)C1CC(=O)N/N=C/C(C)=C/c1ccccc1 (configuration not stated)	100	-5	-0.1	3	1.2	-1	1	0.1	0	1

Part of the list above in order of number of heavy atoms, falling:
compound	STAT1 activator	HMGR II inh	Hsp70 act	FLuc inh counter	NF-kB expr up	APP 5UTR inh	APP 5'UTR act	DTT redox prof	G6PDH counter	FLuc stim CS
CC(C)OC(=O)N(C)c1ccc(C(O)(C(F)(F)F)C(F)(F)F)cc1	106	-3	-0.3	-7	1.1	-5	5	0.0	10	1.1
CC(NC(=O)CSc1nc2ccc(N)cc2s1)c1ccccc1 (configuration not stated)	94	-2	-0.1	-8	1.1	13	-13	-0.4	12	1.1
CC1=NNC(=O)C1CC(=O)N/N=C/C(C)=C/c1ccccc1 (configuration not stated)	100	-5	-0.1	3	1.2	-1	1	0.1	0	1
